Source: PubChem BioAssay (National Center for Advancing Translational Sciences (NCATS))
CCT modulator – High-Throughput Screening for Modulators of Cytosolic Chaperonin Activity; actives 0.3% (n = 360,000); purified chaperonin ATPase assay, HTRF ADP detection, 30 min; activity change, % (concentration not given with the values), hits read low; in the data active = activity change below about -30%; also: % is scaled to controls: 0 for no effect and ±100 for the full control effect
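TRiC at 40 or 20 nM final (batch-dependent) in 30 mM Tris pH 7.4, 100 mM KCl, 5 mM MgCl2, 1 mM DTT, with compound at single 76 uM and 10 uM ATP, 30 min at 37 deg C. ADP detected by HTRF Transcreener, 665/615 ratio.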
IL-2 act – qHTS of IL-2 Activators. IL-2 activation reporter assay, cell-based qHTS; stimulated with anti-CD3/CD4/CD28 beads; in transgenic mouse T cells. AID 652025, 2013. actives 0.065% (n = 360,000). activation, % (series mostly up to about 46 µM); in the data active = activation above about 50%; inconclusive = mostly about 30% to 49%; also: 0% is about no effect
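Readout: EGFP and DsRed signals by fluorescent plate cytometry. Unstimulated transgenic mouse T cells received compound 60 min before antibody-bead stimulation, then incubated 18 h at 37 degrees C.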
EPAC1 agonist – qHTS for Agonist of cAMP-regulated guanine nucleotide exchange factor 3 (EPAC1): primary screen; actives 0.073% (n = 360,000); Potency, µM (titrated, usually from 154 µM), for the others: at the top dose activation, usual class: activators; Rap guanine nucleotide exchange factor 3 (Homo sapiens), O95398; EPAC1 agonist qHTS, biochemical assay; response scale: 100% = response to 6.5 mM cAMP; also: potency is read from the fitted curve at half-maximal effect; nearly all actives have a fitted effect of over 60% in size
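Read-out is the fluorescence drop as BODIPY-GDP leaves Rap1B (480 nm excitation, 540 nm emission), recorded every 5 minutes over 30 minutes. Reactions held 100 nM EPAC1, 250 nM Rap1B–BODIPY-GDP and 50 uM GDP, with 6.5 mM cAMP setting full activation.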
WRN inhibitor – qHTS for Inhibitors of WRN Helicase. WRN helicase unwinding, fluorescent forked duplex, kinetic. Bifunctional 3'-5' exonuclease/ATP-dependent helicase WRN (Homo sapiens), Q14191. Potency, µM (highest dose often 114 µM), without a hit: at the highest dose activity change, negative = inhibition, most hits filed as inhibitors. actives 0.46% (n = 360,000); also: potency is read from the fitted curve at half-maximal effect; % is scaled to controls: 0 for no effect and ±100 for the full control effect; nearly all actives have a fitted effect of over 55% in size
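Kinetic red-fluorescence monitoring (525/598 nm) tracks WRN helicase activity after 100 nM fluorophore-quencher forked duplex and 2 mM ATP are added to 20 nM enzyme pretreated 15 min at room temperature with compound.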
EPAC2 agonist – qHTS for Agonist of cAMP-regulated guanine nucleotide exchange factor 4 (EPAC2): primary screen; Rap guanine nucleotide exchange factor 4 (Homo sapiens), Q8WZA2; EPAC2 activation, biochemical qHTS; response scale: 100% = 6.5 mM cAMP response; Potency, µM (top dose mostly 154 µM), inactives show at the top dose activation, actives largely listed as activators; actives 0.079% (n = 360,000); also: potency is read from the fitted curve at half-maximal effect; nearly all actives have a fitted effect of over 50% in size
Target sequence (Q8WZA2 whole entry, looked up): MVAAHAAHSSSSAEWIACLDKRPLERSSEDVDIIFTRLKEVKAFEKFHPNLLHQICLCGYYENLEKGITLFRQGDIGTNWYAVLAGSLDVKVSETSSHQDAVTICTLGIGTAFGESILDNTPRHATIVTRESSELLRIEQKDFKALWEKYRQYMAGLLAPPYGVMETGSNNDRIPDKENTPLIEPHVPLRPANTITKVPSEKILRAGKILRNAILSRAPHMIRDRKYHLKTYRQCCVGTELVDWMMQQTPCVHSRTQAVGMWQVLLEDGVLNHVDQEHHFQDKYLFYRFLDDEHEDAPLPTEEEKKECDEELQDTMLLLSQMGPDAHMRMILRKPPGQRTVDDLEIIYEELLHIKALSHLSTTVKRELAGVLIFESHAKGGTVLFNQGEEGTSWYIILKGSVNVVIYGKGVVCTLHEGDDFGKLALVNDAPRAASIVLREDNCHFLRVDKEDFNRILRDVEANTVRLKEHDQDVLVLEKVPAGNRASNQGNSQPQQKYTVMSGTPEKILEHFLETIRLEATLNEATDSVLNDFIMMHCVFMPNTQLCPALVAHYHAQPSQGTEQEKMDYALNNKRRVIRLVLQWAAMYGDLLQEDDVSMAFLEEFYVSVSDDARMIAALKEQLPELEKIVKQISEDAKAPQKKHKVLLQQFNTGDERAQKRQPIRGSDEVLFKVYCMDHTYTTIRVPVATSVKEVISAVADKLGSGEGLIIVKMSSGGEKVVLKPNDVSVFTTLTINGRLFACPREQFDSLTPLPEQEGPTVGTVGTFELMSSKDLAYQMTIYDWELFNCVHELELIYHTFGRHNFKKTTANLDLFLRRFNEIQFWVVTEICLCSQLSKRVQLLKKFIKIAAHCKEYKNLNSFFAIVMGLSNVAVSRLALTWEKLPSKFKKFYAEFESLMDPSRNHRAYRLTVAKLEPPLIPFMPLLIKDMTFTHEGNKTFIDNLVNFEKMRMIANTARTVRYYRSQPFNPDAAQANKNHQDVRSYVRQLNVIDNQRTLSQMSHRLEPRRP
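Compounds were titrated in qHTS against a Rap1B-BODIPY-GDP (250 nM) complex with EPAC2 (100 nM) and GDP (50 uM). BODIPY-GDP release tracked at 480/540 nm over 30 min at room temperature, normalized to 6.5 mM cAMP.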
EPAC1 antagonist – qHTS for Antagonist of cAMP-regulated guanine nucleotide exchange factor 3 (EPAC1): primary screen. Rap guanine nucleotide exchange factor 3 (Homo sapiens), O95398. EPAC1 GEF assay, Rap1b-BODIPY-GDP exchange fluorescence. Potency, µM (series often up to 115 µM), without a hit: at the top dose activity change, negative = inhibition, actives largely listed as inhibitors. actives 0.14% (n = 360,000). AID 720709, 2013;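 also: potency is read from the fitted curve at half-maximal effect; plate controls were vehicle for no effect and positive control for full effect; nearly all actives have a fitted effect of over 50% in size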
PI5P4K alpha inh – qHTS for Inhibitors of phosphatidylinositol 5-phosphate 4-kinase (PI5P4K) | actives 1.2% (n = 330,000) | max response, % | AID 652105, 2013 | Phosphatidylinositol 5-phosphate 4-kinase type-2 alpha (Homo sapiens), P48426 | PI5P4Kalpha enzyme, ADP-Glo luminescence, 60 min; stronger effect = lower value; active = max response of -50% or lower; inconclusive = between -30% and -50%; inactive = -30% or higher; also: value at the top dose of about 77 µM; % is scaled to controls: 0 for no effect and ±100 for the full control effect
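qHTS, 1536-well: enzyme/substrate mix, compound by pin tool, 5 microM ATP final; RT 60 min; ADP-Glo reagents 1 (45 min) then 2 (30 min); luminescence.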
PLK1 PBD block – qHTS for Inhibitors of PLK1-PDB (polo-like kinase 1 - polo-box domain): Primary Screen. actives 2.8% (n = 360,000). Potency, µM, for the others: max response, negative = inhibition, most hits filed as inhibitors. Plk1 PBD binding of FITC phosphopeptide, fluorescence polarization. Serine/threonine-protein kinase PLK1 (Homo sapiens), P53350; also: potency is read from the fitted curve at half-maximal effect; series mostly up to about 57 µM; % is scaled to controls: 0 for no effect and ±100 for the full control effect; nearly all actives have a fitted effect of over 65% in size
* marks the source's active call; other numbers are inactive results; u = inconclusive; x = no result given; [ ] = remark or other dose. Unless noted, calls follow the shape of the dose curve; as a rule, active = well fitted curve in the direction sought with a large enough effect; inconclusive = small, poorly fitted or top-dose-only effect, or another doubt; inactive = no such curve, though single readings can be large; an effect the other way counts as inactive or inconclusive. The list is partial, so the mix of outcomes need not match the whole.

Structure	CCT modulator	IL-2 act	EPAC1 agonist	WRN inhibitor	EPAC2 agonist	EPAC1 antagonist	PI5P4K alpha inh	PLK1 PBD block
COc1ncnc2c1NC(=O)CS2	-1.0	-1.0	-2%	-4%	2%	2%	2	1%
C=CCOc1cccc(C2C(C(=O)c3ccco3)=C(O)C(=O)N2Cc2cccnc2)c1 (stereo not given)	-1.2	-2.0	-12%	-2%	-2%	-1%	4	-6%
COc1ccc(OC(=O)N(C)C[C@H]2OCc3cn(nn3)CCCC(=O)N([C@H](C)CO)C[C@@H]2C)cc1	-0.6	0.8	4%	0%	8%	3%	7	-16%
COCC(=O)Nc1ccc2c(c1)OCC(=O)N2Cc1ccccc1F	-6.3	0.8	-5%	13%	0%	-3%	0	5%
COc1ccc(N)c2c1OCCC2=O	-2.0	-0.1	-5%	0%	2%	14%	1	-1%
CC(C)(C)OC(=O)N1CCC(c2c(C(=O)N3CCN(C4CCCCC4)CC3)cnn2-c2ccc(F)cc2)CC1	-2.8	-2.6	-9%	3%	1%	5%	-9	-9%
COc1ccc(-c2nnc(SCC(=O)Nc3cccnc3Cl)n2C)cc1	1.6	-4.3	2%	1%	-1%	16%	-1	-2%
COc1cc(CNCc2ccccn2)ccc1OCc1ccc(Cl)cc1Cl	-0.3	-0.9	8%	-2%	11%	-9%	20	-2%
Cn1c(=NC(=O)CSCC(=O)N2CCCCC2)sc2ccccc21	2.6	2.4	4%	-9%[57.1 µM]	-4%	2%	-8	-9%
COc1ccc(S(=O)(=O)Nc2ccc(S(=O)(=O)N3CCCCC3)cc2)cc1OC	-1.1	-3.1	-4%	2%	-11%	6%	-1	-1%
COc1ccc(/C=N\NC(=O)c2cc3c(ccc4ccccc43)o2)cc1O	1.3	-0.2	13%	-13%[11.6 µM]	-11%	u	-6	-6%
CCOc1ccccc1N1CCN(Cc2cccc(OC)c2OC)CC1	-1.2	-1.1	3%	-2%	12%	1%	0	-4%
O=C(NC1CCN(S(=O)(=O)c2ccccc2)CC1)c1cccc(F)c1	1.9	0.1	-6%	1%	-2%	-18%	-4	4%
CCOc1ccc2c(c1)C(=O)C(=O)N2CC1COc2ccccc2O1 (stereo not given)	-2.1	-2.4	14%	-3%	19%	6%	1	u
CCOC(=O)c1ccc(CS(=O)c2ccc(Cl)cc2)o1 (stereo not given)	-1.8	2.2	4%	2%	7%	7%	x	u
O=C(Cc1ccccc1)N1CCN(S(=O)(=O)c2cccc([N+](=O)[O-])c2)CC1	1.6	-0.1	-8%	-6%	0%	0%	0	5%
O=C(NCCc1ccccc1)c1cc(=O)[nH]c2ccccc12	-1.1	-2.4	8%	-4%	-1%	8%	1	-11%
COc1ccc(C2=CC(c3ccc(C)cc3)n3nnnc3N2)cc1 (stereo not given)	2.4	2.2	1%	-6%	4%	2%	x	-5%
COc1ccc(NC(=O)CN(C)C(=O)c2ccccc2SCC(=O)N2CCCC2)cc1	2.0	1.5	-22%	1%	-2%	5%	1	-2%
CC(=O)NC(C)(c1ccccc1)c1nc(-c2ccc(N(C)C)cc2)cs1 (stereo not given)	1.2	-0.5	0%	-9%	-4%	-13%	0	3%
COc1ccc(NC(=O)Cn2nnc3sc4c(c3c2=O)CC(C)(C)OC4)cc1	0.5	-0.1	-1%	-1%	1%	-18%	-3	4%
COc1ccc(Nc2nc(NC(C)(C)C)nc(N3CCCC3)n2)c(OC)c1	-1.4	-2.2	17%	-8%	13%	-9%	x	-7%
CCCCCc1c(-c2cccc(OC)c2)ncn1CCc1ccccc1OC	-0.7	-1.0	-12%	-6%	-3%	-17%	3	-2%
Cn1nnnc1SCC(=O)Nc1nc(-c2ccc(F)c(F)c2)cs1	-1.8	-2.4	1%	1%	17%	6%	1	3%
CCc1c(C)c2cc(Cl)c(O)c(CN(C)C)c2oc1=O	-2.1	-2.2	-3%	-1%	5%	9%	x	-9%
Cc1cccc(-c2c3c(=O)n(C)c(=O)n(C)c3cn2C(C)(C)C)c1	2.4	-3.2	-4%	14%	-5%	6%	x	-10%
CCOC(=O)N1CCC(N2Cc3cccc(C(=O)N4CC(C)CC(C)C4)c3C2=O)CC1 (stereo not given)	-2.7	0.4	8%	4%	-6%	-1%	7	-11%
O=C(C[n+]1ccc(-c2nnc3n2CCC3)cc1)c1ccc(Cl)cc1	-5.7	-3.2	17%	-22%	6%	-3%	-3	-3%
CN(c1ccc(C(=O)Nc2ccc3c(c2)OCO3)cc1)S(C)(=O)=O	1.5	0.6	-9%	-3%	6%	13%	-22	-1%
Cc1c(Cc2ccccc2)c(=O)oc2cc(OCc3nn[nH]n3)ccc12	0.5	-1.7	-5%	-21%	-13%	3%	u	-8%
Cc1onc(-c2c(Cl)cccc2Cl)c1C(=O)N=C(N)N1CCOCC1	0.9	1.5	4%	0%	7%	-3%	-8	-3%
CCNS(=O)(=O)c1ccc(NC(=O)c2cncc(Br)c2)cc1	0.1	3.4	6%	-5%	-4%	8%	-22	0%
CCOC(=O)CN(C(=O)CSc1nnc(-c2cccc(OC)c2)o1)c1ccc(F)cc1	-0.6	-0.5	8%	-13%	9%	-1%	0	-11%
CC1CN(C(=O)C(Sc2ccccc2)c2ccccc2)CC(C)O1 (stereo not given)	3.1	-1.1	-3%	-4%	-3%	-6%	0	-2%
CCOc1ccc(NC(=S)N2CCC(c3ccc(C)cc3)C2)cc1 (stereo not given)	0.1	-3.6	6%	-5%[57.1 µM]	0%	-13%	10	-8%
CS(=O)(=O)N1CCSC1c1ccc(Br)cc1 (stereo not given)	-0.9	-0.1	-6%	8%	1%	8%	-3	-8%
COc1cccc(-c2nnn(CCc3nn[nH]n3)n2)c1	-3.5	-0.8	-8%	5%	3%	3%	3	-3%
Cc1ccc(C2CC2c2n[nH]c(=S)n2-c2cccc(Cl)c2)cc1 (stereo not given)	-1.4	-0.5	13%	-21%	-2%	-4%	-7	-17%
CN(CCOc1ccccc1)C(=O)c1cc(-c2ccco2)nc2ccccc12	-0.6	-0.5	6%	-26%	8%	-4%	u	u
CCOc1ccc(NC(=NCc2ccc3c(c2)OCO3)SC2CC(=O)N(c3ccccc3)C2=O)cc1 (stereo not given)	-1.8	-1.0	6%	7%	3%	u	12	-5%
CC(C)CCn1nnnc1CN1CCN(c2ccc(F)cc2)CC1	0.7	-0.1	-12%	-11%	7%	-15%	1	-15%
O=C(NN1C(=O)c2ccccc2NC1c1ccc([N+](=O)[O-])o1)c1ccc([N+](=O)[O-])cc1 (stereo not given)	-1.4	-3.2	-4%	-14%	5%	3%	2	-11%
Cc1cc(/C=C\c2nc(O)c([N+](=O)[O-])c(=O)[nH]2)c(C)n1-c1ccccc1	-1.6	11	1%	u	7%	-14%	-63*	-19%
CCN1C(=O)/C(=C/N(C)c2ccccc2)OC1=S	-1.7	-0.3	-3%	2%	6%	9%	x	-4%
Cc1cc(-c2onc(C)c2C(=O)Oc2ccc(Cl)cc2)no1	-0.3	0.2	1%	4%	14%	-16%	-3	2%
Oc1ccc2ccccc2c1-c1sc(Nc2ccccc2)n[n+]1-c1ccc(F)cc1	-1.2	25	-79%[inhibitor]	34%	-336%[inhibitor]	u	1	-20%
O=C1CN2CCC1C/C2=C\c1ccnc2c(Cl)cccc12 (stereo not given)	1.2	-2.0	9%	-12%	3%	-5%	9	-9%
N#CC(=C1CCCC1)c1nc(-c2cc3ccccc3oc2=O)cs1	1.2	-2.2	-3%	-4%	8%	14%	x	-5%
Cc1ccc2nc(N(CCN(C)C)C(=O)C3CCN(S(=O)(=O)c4cccs4)CC3)sc2c1	2.7	-1.1	-14%	6%	0%	0%	-3	-3%
COc1ccc(/C=C/C(=O)OCC(=O)NCCNC(=O)COC(=O)/C=C/c2ccc(OC)cc2)cc1	0.1	0.6	-3%	-23%	11%	1%	4	-6%
CC(C)(C)OC(=O)C[C@H]1C/C=C\C[C@H](CC(=O)N[C@H](CO)Cc2ccccc2)C(=O)N[C@@H](Cc2ccccc2)COC1=O	-0.6	-0.4	-11%	-1%	-7%	0%	4	-4%
O=C(CCNc1ccc(Br)cc1)c1cccc([N+](=O)[O-])c1	-5.7	-0.8	1%	-2%	12%	9%	0	u
Cc1n[nH]c(=S)c2nn(-c3ccccc3F)c(C)c12	-0.7	-0.1	-3%	-1%	-21%	7%	-1	-6%
O=C1/C(=C\c2ccc3c(c2)OCO3)CCC/C1=C/c1ccc2c(c1)OCO2	-5.4	0.0	-1%	2%	-4%	8%	1	-1%
CC(C)c1nc2oc3c(NCCO)ncnc3c2c2c1COC(C)(C)C2	-2.6	0.2	16%	5%	2%	-22%	1	-2%
CC(C)c1nc(C(=O)N2CCCC(N3CCN(c4cccc(Cl)c4)CC3)C2)cs1 (stereo not given)	2.5	-0.9	8%	-5%	1%	-8%	0	-5%
COc1cccc(CN2CCc3[nH]c(=S)[nH]c(=O)c3C2)c1	-4.1	-1.9	9%	1%	5%	11%	-4	-7%
COc1ccc(OCC(=O)N2CCCC(Nc3ccc(C)c(C)c3)C2)cc1 (stereo not given)	-0.2	0.7	-11%	8%	0%	14%	3	-4%
O=C(Cc1c(Cl)cccc1Cl)OCc1ccccn1	-2.1	-1.3	3%	-25%	15%	-21%	-15	-8%
CS(=O)(=O)N1CCN(C(=S)NCc2ccc(Cl)cc2)CC1	-3.0	0.2	4%	-2%	10%	11%	-3	-15%
